# Source: PubChem BioAssay
# B2AR arrestin = recruits beta-arrestin to the human beta2-adrenergic receptor | P07550 | beta-arrestin recruitment to beta2AR, cell-based reporter | Potency, µM (highest dose often 46.1 µM), for the others: at the top dose activation, hits mostly activators | 330,000 compounds, 0.02% hits;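 note: potency is the fitted concentration of half-maximal effect; 0% = DMSO controls and full agonism = EC100 isoproterenol or metaproterenol; nearly all actives have a fitted effect of over 65% in size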
# PTAP TSG101 blk = blocks PTAP/TSG101 interaction to inhibit HIV-1 budding; Fluorescence polarization, FITC-PTAP peptide / Tsg101 binding; Q99816; Potency, µM (doses to about 115 µM), for inactives: at the top dose activity change, negative = inhibition, usual class: inhibitors; 340,000 tested, under 10 active; active = well fitted inhibition curve with a large enough effect in the main read-out, with a control signal flat, not every such curve was filed as active; inconclusive = small, poorly fitted or top-dose-only effect, or effect the other way, or a change in a side signal; inactive = no such curve, though single readings can be large or run the other way; note: potency is the fitted concentration of half-maximal effect; % of control where 0% means no effect
# Target sequence (Q99816 whole entry, looked up): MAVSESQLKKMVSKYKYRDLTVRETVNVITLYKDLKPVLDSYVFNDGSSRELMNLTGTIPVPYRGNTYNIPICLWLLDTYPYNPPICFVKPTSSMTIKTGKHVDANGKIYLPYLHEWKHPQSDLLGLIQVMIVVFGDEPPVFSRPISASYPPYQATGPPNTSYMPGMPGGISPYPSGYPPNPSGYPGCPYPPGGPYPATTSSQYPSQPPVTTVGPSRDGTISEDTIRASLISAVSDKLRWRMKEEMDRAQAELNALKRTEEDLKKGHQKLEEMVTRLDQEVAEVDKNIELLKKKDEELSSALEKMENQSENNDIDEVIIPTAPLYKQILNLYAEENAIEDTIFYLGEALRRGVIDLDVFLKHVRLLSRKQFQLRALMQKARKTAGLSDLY
#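 Fluorescence anisotropy tracks displacement of a FITC-tagged PTAP peptide (50 nM) from the Tsg101 binding domain (10 uM), following a 20 min room-temperature incubation at pH 7.5.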
# Mito fusion act = inhibitors of mitochondrial division or activators of mitochondrial fusion; AID 485298; 320,000 compounds, 0.23% hits; Potency, µM (top dose mostly 46.1 µM), inactives show top-dose growth rescue (activation), most hits filed as activators; S. cerevisiae fusion-defective mutant growth rescue, CellTiterGlo 48 h;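 note: potency is the fitted concentration of half-maximal effect; % of control where 0% means no effect; nearly all actives have a fitted effect of over 45% in size; temperature-sensitive fusion mutants such as fzo1-1 at 37 °C on non-fermentable ethanol glycerol medium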
#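 Temperature-sensitive fusion-defective S. cerevisiae (e.g. fzo1-1, mgm1-5) were grown with compound in YPEG medium (3% ethanol, 3% glycerol) for 48 hours at 37C. Growth rescue was measured as viability by CellTiterGlo luminescence after 10 minutes at ambient.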
# ELG1 DNA repair = blocks ELG1-dependent DNA repair in HEK293T cells. HEK293T ELG1-luciferase reporter, luminescence, 16 h; DNA damage induced by 5-fluorouridine. Potency, µM (series often up to 46.1 µM), for the others: at the highest dose activity change, negative = inhibition, actives largely listed as inhibitors. 330,000 compounds, 2.3% hits; note: potency is the fitted concentration of half-maximal effect; % is set by controls: 0 for no effect and ±100 for the full control effect; nearly all actives have a fitted effect of over 55% in size
#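 5-Fluorouridine DNA damage + compound/DMSO, 2,000 cells/well, 16 h, 37 °C/5% CO2. ONE-Glo, 30 min RT, luminescence. Readout = decrease in reporter signal.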
# uPA generation = cell surface uPA generation inhibition; cell surface uPA generation assay, qHTS; Potency, µM (top dose mostly 38.3 µM), for the others: at the top dose activity change, negative = inhibition, usual class: inhibitors; 330,000 compounds, 0.31% hits; AID 540303; active = well fitted inhibition curve with a large enough effect; inconclusive = small, poorly fitted or top-dose-only effect; inactive = no such curve, though single readings can be large or run the other way; tested in mouse RAW 264.7 cells; note: potency is the fitted concentration of half-maximal effect; % is set by controls: 0 for no effect and ±100 for the full control effect; nearly all actives have a fitted effect of over 55% in size
# Eya2 phos inh = Eya2 (human) phosphatase inhibition; O00167; recombinant Eya2, OMFP fluorescence dephosphorylation (OMFP is methylfluorescein phosphate); Potency, µM (doses to about 76.9 µM), for inactives: at the top dose activity, negative = inhibition, usual class: inhibitors; 330,000 compounds, 0.006% hits; AID 488837; note: potency is the fitted concentration of half-maximal effect; % is set by controls: 0 for no effect and ±100 for the full control effect
#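 Eya2 (0.2 uM) preincubated 10 min at ambient with compound, then OMFP substrate added at 50 uM; 10 min reaction in 50 mM HEPES pH 7.5, 50 mM NaCl, 5 uM MgCl2, 0.05% BSA, 1 mM DTT. Fluorescence read at Ex 485/Em 525 nm.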
# TSHR antagonist = blocks TSH signaling through the human TSH receptor; 330,000 compounds, 0.2% hits; P16473; activity change, negative = inhibition, % at 11.5 µM; TSHR-expressing cells, TSH-stimulated cAMP HTRF, 2 h; active compounds read low;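 active = activity change below a set negative limit, meaning inhibition stronger than a set level, cut at about -70% in these data; inconclusive = activity change between two set negative limits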; note: % is set by controls: 0 for no effect and ±100 for the full control effect
#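 TSHR-expressing cells were treated with compounds, then stimulated with TSH at EC80 (4nM final) for 2 hours at 37 deg C. Cellular cAMP was measured by HTRF competition between lysate cAMP and cAMP-d2 for a cryptate-labelled anti-cAMP antibody.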
# BCR signal inh = blocks chronic active B-cell receptor signaling | 340,000 compounds, 0.05% hits | AID 493014 | Potency, µM (series often up to 46.1 µM), without a hit: top-dose ratio change, negative = lower green/red ratio, hits mostly inhibitors | ABC-DLBCL IkBa-CBG/CBR reporter, luminescence ratio, 4 h; active = well fitted inhibition curve with a large enough effect in the signal ratio, with a control signal flat, not every such curve was filed as active; inconclusive = small, poorly fitted or top-dose-only effect, or effect the other way, or a change in a side signal; the % refers to the signal ratio;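 note: potency is the fitted concentration of half-maximal effect; plate controls were basal doxycycline-induced cells for no effect and cells given 10 µM MG132 for full effect; MG132 reads +100%, hits lower the ratio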
#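 TMD8 human ABC-DLBCL cells with doxycycline-inducible IκBα–green luciferase fusion and unfused red luciferase, in 0.5% FBS medium; compounds up to 46 uM, 4 h at 37C. Green/red luminescence ratio, filter-overlap corrected, fitted to concentration-response curves.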
# USP2a inh = blocks human ubiquitin-specific protease USP2a; O75604; USP2 core, Ub-CHOP2 coupled fluorogenic reporter, 485/531; Potency, µM (top dose mostly 38.3 µM), for inactives: top-dose activity change, negative = inhibition, most hits filed as inhibitors; 330,000 compounds, 0.01% hits; AID 463254;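 note: potency is the fitted concentration of half-maximal effect; plate controls were DMSO wells for no effect and full inhibition by NEM control for full effect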
# Target sequence (O75604 whole entry, looked up): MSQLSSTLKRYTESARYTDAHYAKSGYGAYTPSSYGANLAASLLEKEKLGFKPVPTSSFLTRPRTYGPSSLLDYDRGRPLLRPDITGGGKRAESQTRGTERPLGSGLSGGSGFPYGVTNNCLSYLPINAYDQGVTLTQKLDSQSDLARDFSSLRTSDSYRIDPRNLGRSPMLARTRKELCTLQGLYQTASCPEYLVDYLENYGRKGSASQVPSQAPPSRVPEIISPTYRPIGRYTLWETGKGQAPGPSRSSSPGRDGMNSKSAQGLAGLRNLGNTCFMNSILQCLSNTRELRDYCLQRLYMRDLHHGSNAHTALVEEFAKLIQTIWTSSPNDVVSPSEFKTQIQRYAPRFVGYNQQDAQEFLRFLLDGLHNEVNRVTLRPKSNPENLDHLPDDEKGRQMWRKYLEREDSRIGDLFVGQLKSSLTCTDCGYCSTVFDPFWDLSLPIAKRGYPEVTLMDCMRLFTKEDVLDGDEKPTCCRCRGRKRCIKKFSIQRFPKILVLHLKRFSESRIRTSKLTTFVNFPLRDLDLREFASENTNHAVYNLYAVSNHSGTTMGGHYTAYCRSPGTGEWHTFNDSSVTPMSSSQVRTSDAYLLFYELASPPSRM
#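 Cell-free coupled assay: 10nM USP2 core preincubated 30min RT with compound in Tris-HCl pH 8.0/CaCl2/CHAPS buffer, then 25nM Ub-CHOP2 and 25nM reporter substrate; fluorescence (Ex 485/Em 531) read after 60min RT, normalized to NEM inhibition, concentration-response curves fitted.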
# TCR act = activators of T cell receptors | primary human leukocytes, anti-CD3, IL-2 HTRF, 48 h | Potency, µM (highest dose often 9.22 µM), for the others: at the top dose activation of IL-2 secretion, most hits filed as activators | 330,000 tested, under 10 active | AID 504894; note: % of control where 0% means no effect
#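 Activity was scored as IL-2 release from primary human leukocytes given only a TCR signal (a-CD3 beads) plus compound for 48 hr. Detection used a two-antibody HTRF format read at 665nm.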
# Tb PFK block = inhibitors of T. brucei phosphofructokinase; Potency, µM (series often up to 57.5 µM), for the others: top-dose activity, negative = inhibition, hits mostly inhibitors; AID 485367; 330,000 compounds, 0.17% hits; T. brucei PFK, ADP-Glo luminescence;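 note: potency is the fitted concentration of half-maximal effect; 0% = uninhibited 1x PFK enzyme wells and -100% = no-enzyme wells; nearly all actives have a fitted effect of over 60% in size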
#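 In TEA buffer at pH 8.0 with 5 mM MgCl2, enzyme (1.25 nM) converted F6P (0.5 mM) and ATP (0.1 mM) for 45 min at room temperature. ADP product was read by luciferase luminescence.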
# An asterisk follows results filed as active; ? = inconclusive; · = no result given; [ ] = dose if it differs, or a comment. Unless noted, calls come from the whole dose curve; as a rule, active = well fitted curve in the direction sought with a large enough effect; inconclusive = small, poorly fitted or top-dose-only effect, or another doubt; inactive = no such curve, though single readings can be large; an effect the other way counts as inactive or inconclusive.
SMILES,B2AR arrestin,PTAP TSG101 blk,Mito fusion act,ELG1 DNA repair,uPA generation,Eya2 phos inh,TSHR antagonist,BCR signal inh,USP2a inh,TCR act,Tb PFK block
O=C(c1ccco1)N1CCN(S(=O)(=O)c2ccc3[nH]c(=O)oc3c2)CC1,-0.1%,0%,-1%,-7%,1%,-7%,-3,-13%,-1%,0%,7%
COc1ccc(-c2cc3c(=O)n(CC(=O)Nc4ccc(Cl)cc4)nc(C)n3n2)cc1,-0.5%,-3%,1%,22%,3%,7%,6,5%,2%,1%,1%
Cc1cccn2c(=O)nc(SCC(=O)N3CCCC3)nc12,-1.6%,-6%,-3%,12%,-1%,3%,0,0%,1%,5%,0%
COCCNC(=O)C(c1ccc(C)cc1)N(C(=O)CCC(=O)Nc1ccccn1)C1CCCC1 (configuration not stated),-0.9%,·,-2%,0%,·,16%,19,4%,0%,·,3%
COC(=O)[C@]12C(=O)NC[C@H](CN1c1ccc(C(F)(F)F)cc1)N2C,-0.1%,-4%,·,20%,3%,9%,-2,-1%,8%,1%,0%
COc1ccc(NC(=O)CSc2nnc(NC(=O)C3CCC3)s2)c(OC)c1,-0.9%,-4%,1%,-4%,-1%,-23%,-4,4%,2%,-1%,-4%
C#CCOCCOCCOCCNc1nc(N2CCOCC2)nc(N2CCN(C(=O)CCCCCCCCCCNC(=O)[C@@H](CCSC)n3cc(CCO)nn3)CC2)n1,0.0%,·,5%,?,-7%,-3%,11,3%,-9%,-3%,4%
O=C(O)c1ccc(-c2ccc(-c3ccccc3)cc2)s1,-0.8%,·,?,?,·,-4%,-50,?,0%,·,-18%
Cc1cc(C)n(S(=O)(=O)c2cccc([N+](=O)[O-])c2)n1,-0.6%,1%,1%,-8%,1%,0%,7,-4%,3%,2%,-10%
CCOC(=O)C1(O)CC(C)=NN1C(=O)c1cccc(Br)c1 (configuration not stated),-0.5%,-2%,5%,-19%,-8%,18%,2,-8%,-1%,-5%,0%
COc1ccc(NC(=O)Cn2nnc(C(=O)Nc3ccc(F)c(Cl)c3)c2N)cc1,0.5%,-4%,-14%,?,-1%,-8%,23,-18%,1%,11%,-13%
Cc1nc2c(-c3ccccc3)c(C)nn2c(C)c1CCC(=O)NC(C)CCc1ccco1 (configuration not stated),-0.3%,2%,-1%,?,2%,-14%,-16,10%,-1%,2%,-1%
CCn1ccnc1[C@@H]1C[C@H]2CN(Cc3cccc(Cl)c3)C(=O)[C@]23CCCN13,-1.8%,-1%,-3%,11%,1%,15%,-8,10%,5%,-1%,0%
Cc1cc(C(=O)OCC(=O)Nc2ncc(C(F)(F)F)cc2Cl)c(C)o1,-1.1%,0%,-5%,?,3%,0%,1,1%,-5%,-5%,-4%
COC(=O)c1c(NC(=O)CCC(=O)O)sc(Cc2ccccc2)c1C,-0.6%,1%,5%,-3%,-1%,5%,-11,2%,4%,4%,-3%
Cc1cc(Br)ccc1OCCN1CCCC1,-0.4%,-7%,-4%,-1%,5%,-13%,-16,8%,-3%,·,-3%
Cc1ccc(NC(=O)CC(NC(=O)c2ccccc2Cl)c2ccccc2)nc1 (configuration not stated),-0.1%,0%,-3%,0%,-1%,7%,-1,2%,1%,-2%,1%
COc1cc(/C=N/n2cnc3c(sc4nc(C)cc(C)c43)c2=O)ccc1O,0.1%,0%,0%,16%,1%,2%,-5,0%,1%,0%,1%
Cc1ccc(-c2ccc(C(=O)NCc3ccc(Cl)cc3)o2)c2ccccc12,-0.2%,1%,26%,-1%,?,-14%,20,?,3%,-1%,-2%
Cc1sc2nc(N)sc2c1C,0.0%,0%,2%,?,-7%,-1%,-1,0%,0%,6%,-2%
COc1ccc(OCc2ccc(C(=O)NN)cc2)cc1,-0.6%,-2%,-3%,?,·,-14%,-4,1%,-6%,·,-1%
COc1cc(C(O)c2nc3ccccc3n2C)cc(OC)c1OC (configuration not stated),0.6%,-1%,-1%,5%,3%,18%,12,-1%,-1%,-1%,7%[0.46 µM]
COc1ccc(C(=O)NC2(C(F)(F)F)NC(=O)N(CCCc3ccccc3)C2=O)c(OC)c1OC (configuration not stated),0.0%,-2%,?,-21%,1%,-13%,-4,1%,0%,5%[46.1 µM],-2%
CC(=O)c1cccc(NC(=O)Nc2nc(C)cc(C)n2)c1,0.7%,5%,-1%,6%,-1%,0%,14,-1%,-3%,0%,0%
Clc1cccc(N2CCN(Cc3nc(-c4ccccc4)no3)CC2)c1,-0.5%,0%,-7%,1%,3%,3%,-10,1%,0%,-1%,0%

# Continuation:
SMILES,B2AR arrestin,PTAP TSG101 blk,Mito fusion act,ELG1 DNA repair,uPA generation,Eya2 phos inh,TSHR antagonist,BCR signal inh,USP2a inh,TCR act,Tb PFK block
COc1cccc2cc(CC(=O)c3ccc(C)c(C)c3)c(=O)oc12,-1.0%,-8%,7%,?,-11%,12%,-5,?,2%,6%,-1%
CC(C)(C(N)=O)N1CCN(c2ncc(C(F)(F)F)cc2Cl)CC1,0.1%,-1%,1%,-16%,3%,8%,-10,?,0%,-2%,2%
Cc1ccc(SCc2nc3ncccn3c2Br)cc1,0.0%,-5%,0%,?,-1%,9%,1,3%,-1%,-3%,-15%
COc1cc(OC)c(-c2nnc3n(CCc4ccccc4)c(=O)c4ccccc4n23)cc1OC,0.0%,·,-6%,?,·,-3%,-15,2%,3%,-10%[46.1 µM],0%
O=C(c1ccc2nc(Cc3cccc(Cl)c3)oc2c1)N1CCOCC1,0.1%,-2%,-1%,?,-7%,-11%,4,-11%,-4%,3%,-23%
CCNC(=O)NC(=O)CSc1cccc(C(F)(F)F)c1,0.2%,-5%,-2%,8%,8%,6%,12,-3%,-1%,·,-3%
COc1ccc2cc3cc(C(=O)NCc4cccnc4)oc3nc2c1,-0.2%,-2%,-2%,1%,1%,-5%,-9,4%,5%,3%,2%
CN(c1ccc(C(=O)NC2CCCC2)cc1)S(=O)(=O)c1ccc(Cl)cc1,-0.6%,-9%,0%,-19%,-9%,0%,16,4%,2%,-2%,-4%
CCOC(=O)C1CCN(S(=O)(=O)c2cc3c(cc2C)NC(=O)CO3)CC1,-0.1%,-3%,6%,-22%,24%,8%,37,-4%,2%,-1%,-2%
CCCc1cc(=O)[nH]c(Nc2ccc(OC)c(Cl)c2)n1,0.0%,-9%,-2%,?,-4%,-17%,0,?,3%,7%,-7%
COc1ccc(/C=N/NC(=O)c2ccco2)cc1OCc1ccccc1,-0.7%,0%,5%,-13%,0%,3%,1,?,0%,11%,-2%
O=C(c1cc2c(s1)CCCC2)N1CCN(c2ccccc2)CC1,0.0%,-2%,-7%,?,0%,9%,5,1%,7%,-3%,1%
C[C@@H]1O[C@@H](OC2C(O)C(OCCc3ccc(O)c(O)c3)OC(CO)C2OC(=O)/C=C/c2ccc(O)c(O)c2)[C@H](O)[C@H](O)[C@H]1O (some centres not stated),-0.8%,·,-3%,10%,·,-5%,0,-5%,-4%,·,-4%
CC(C)CNC(=O)c1cc(-c2ccc(Cl)c(Cl)c2)on1,-0.4%,-1%,2%,?,·,16%,7,9%,-3%,4%,3%
COc1cc2c(cc1OC)-c1nnc(-c3ccco3)n1C1(CCCC1)C2,0.1%,-4%,11%,?,2%,2%,-11,3%,-2%,-3%[46.1 µM],0%
Cc1ccccc1Cn1cc(NC(=O)c2cc(-c3ccco3)on2)cn1,-0.1%,2%,13%,2%,?,1%,10,?,-5%,-7%,-7%
COc1ccc(/C=N/NC(=O)c2ccc(C)cc2)cc1CN1CCN(c2ccc(F)cc2)CC1,-0.2%,-4%,0%,?,1%,8%,-8,-4%,-2%,3%,4%
O=C(Nc1ccccn1)c1csc2c1CCCC2,-0.1%,0%,21%,?,-7%,8%,-12,4%,0%,·,0%
CSc1ncccc1C(=O)OCC(=O)NC1CCCc2ccccc21 (configuration not stated),0.4%,-4%,·,-1%,-5%,3%,-10,-2%,2%,-2%[46.1 µM],3%
OCCC1CN(Cc2nc(-c3ccccc3)cs2)CCN1Cc1ccc(F)cc1 (configuration not stated),-1.1%,0%,11µM*,-14%,-2%,-3%,-19,2%,3%,1%,-9%
